Compound activity (PubChem BioAssay)
CHO-K1 Ca antag: counter-screen for M1 antagonists: effect in parental CHO-K1 cells. ATP-induced calcium, Fluo-8 fluorescence. inhibition, % at 3 µM. AID 602250. 360,000 tested, 0.6% active;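 active means inhibition above a per-plate cutoff, the plate's mean sample inhibition plus 3 SD, cut at about 24% in these data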;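 further: 0% = DMSO plus EC80 ATP and 100% = DMSO alone without ATP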
M1 ag: human M1 muscarinic receptor agonists, primary screen, Fluo-8 calcium fluorescence, CHO-K1 cells, HTS; CHO-K1 hM1, agonist mode; 0% DMSO, 100% acetylcholine EC100; 360,000 tested, 0.33% active; activation, % at 3 µM;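 active means activation above the run's mean compound activation plus 3 SD, cut at about 16% in these data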;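 further: peak over basal fluorescence ratio within a 140 s kinetic read after compound addition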
OXTR potentiate: human OXTR potentiators, primary screen, fluorescence, CHO-OTR cells, Fluo-8 calcium. Oxytocin receptor (Homo sapiens), P30559. Fluo-8 calcium fluorescence, potentiator mode; 0% = oxytocin EC15, 100% = EC100. activation, % at 3 µM. 320,000 tested, 0.061% active. AID 2445, 2010;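 active means activation above that plate's cutoff, the mean activation of tested compounds plus 3 SD, cut at about 6.6% in these data, passing the limit was not always enough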;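 further: 100% uses oxytocin at 75 nM as the full agonist control; some results filed as inactive read as strong as hits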
Target sequence (P30559 whole entry, looked up): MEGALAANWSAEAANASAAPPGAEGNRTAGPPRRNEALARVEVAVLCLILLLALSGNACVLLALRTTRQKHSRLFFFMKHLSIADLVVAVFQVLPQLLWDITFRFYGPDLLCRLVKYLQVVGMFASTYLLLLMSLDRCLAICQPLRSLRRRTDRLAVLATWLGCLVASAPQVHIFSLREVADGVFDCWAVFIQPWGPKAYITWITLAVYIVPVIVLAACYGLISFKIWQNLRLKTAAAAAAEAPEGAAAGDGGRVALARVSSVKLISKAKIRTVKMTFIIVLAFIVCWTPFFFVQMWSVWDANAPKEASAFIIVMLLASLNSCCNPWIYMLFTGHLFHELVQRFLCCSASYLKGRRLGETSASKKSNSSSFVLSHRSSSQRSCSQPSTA
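System: human OTR in CHO cells / Also added: sub-maximal oxytocin, roughly EC15 / Control set: EC15 oxytocin low, 75 nM oxytocin high / Schedule: 6 min compound pre-incubation at room temperature, 100 s kinetic read / Compound: single-point 3.0 µM / Replication: singlicate / Technique: Fluo-8 calcium dye fluorescence / Read-out basis: % activation of max/min ratio relative to oxytocin controls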
CHO parental Ca: ATP-evoked calcium signal inhibitors, parental CHO, primary screen, counter-screen for OX1R antagonist project, cell-based, fluorescence, Fluo-8 calcium dye; parental CHO-K1, ATP-induced calcium, Fluo-8 fluorescence; inhibition, % at 5.6 µM; 330,000 tested, 0.63% active; AID 463079, 2010;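 active means inhibition above that plate's mean sample inhibition plus 3 SD, cut at about 26% in these data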;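 further: 0% = ATP-challenged DMSO wells and 100% = DMSO wells without ATP; some compounds past the cut are filed as inactive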
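Test system: untransfected parental CHO cell line; also added: ATP stimulus; dosing: 5.6 µM, single dose; signal: calcium-sensitive Fluo-8 fluorescence; measure: percent inhibition of ATP-evoked calcium rise, normalized to controls; benchmarks: low control ATP plus DMSO, high control DMSO only; replication: one well per compound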
CHO-K1 Ca ag: counter-screen for M1 agonists: effect in parental CHO-K1 cells | Fluo-8 calcium fluorescence; scaled to maximal ATP response, vehicle zero | activation, % at 3 µM | 360,000 tested, 0.48% active; in the data active means activation above about 15%;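 further: untransfected CHO-K1 host cells lacking M1 receptor as counterscreen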
TAAR1 ag: human TAAR1 agonists, primary screen, Fluo-8 calcium fluorescence, CHO RD-HGA16 cells; Trace amine-associated receptor 1 (Homo sapiens), Q96RJ0; vehicle wells 0%, saturating PEA agonist 100%; activation, % at 3 µM; 360,000 tested, 0.99% active;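 active means activation above the mean activation of all test compounds in the run plus 3 SD, cut at about 38% in these data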
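Assay system – CHO-derived RD-HGA16 cells with stable Gα16 and human TAAR1 · Compound dosing – one-point dosing at 3 µM (nominal) · Incubation – 17-24 h seeding, 75 min 37 °C dye, 30 min RT · Measured by – kinetic Fluo-8 calcium fluorescence · Control set – DMSO vehicle as 0%, PEA at EC100 as 100% · Repeats – single well for each compound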
TAAR1 antag: human TAAR1 antagonists, primary screen, Fluo-8 calcium fluorescence, CHO RD-HGA16 cells. Trace amine-associated receptor 1 (Homo sapiens), Q96RJ0. antagonist. inhibition, % at 3 µM. 360,000 tested, 1.5% active. AID 624466, 2012;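 active means inhibition above a per-plate cutoff, the mean inhibition of test compounds on that plate plus 3 SD, cut at about 49% in these data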;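 further: 0% = DMSO plus EC80 beta-PEA response and 100% = DMSO alone without agonist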
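Assay system: CHO-derived RD-HGA16 cells stably expressing human TAAR1 plus Gα16. Timing: 140 s kinetic read after compound, 140 s after agonist. Technique: kinetic Fluo-8 calcium fluorescence measurement. Measure: % inhibition of agonist calcium response.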
M1 PAM parental: nonselective calcium activators in parental CHO-K1 cells, primary screen, counter-screen for M1 PAM project, cell-based, Fluo-8 calcium fluorescence, full deck, 1536-well. 360,000 tested, 0.02% active. ATP EC20; 0% at ATP EC20, 100% at ATP max. activation, % at 3 µM;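 active means activation above the run cutoff, the mean activation of all test compounds plus 3 SD, cut at about 40% in these data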;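 further: peak over basal fluorescence ratio in a 140 s read after ATP addition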
V1R ag counter: agonists of human V1a receptor, primary screen, counter-screen for OXTR agonist project, fluorescence, CHO-V1R cells; Vasopressin V1a receptor (Homo sapiens), P37288; Fluo-8 calcium fluorescence, agonist mode; 0% DMSO, 100% 3 nM vasopressin; activation, % at 3 µM; 320,000 tested, 0.25% active; AID 2797, 2010;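 active means activation above the mean activation of all tested compounds plus 3 SD, per screening run, cut at about 20% in these data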;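 further: signal is peak over basal fluorescence ratio across a 100 second FLIPR read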
Target sequence (P37288 whole entry, looked up): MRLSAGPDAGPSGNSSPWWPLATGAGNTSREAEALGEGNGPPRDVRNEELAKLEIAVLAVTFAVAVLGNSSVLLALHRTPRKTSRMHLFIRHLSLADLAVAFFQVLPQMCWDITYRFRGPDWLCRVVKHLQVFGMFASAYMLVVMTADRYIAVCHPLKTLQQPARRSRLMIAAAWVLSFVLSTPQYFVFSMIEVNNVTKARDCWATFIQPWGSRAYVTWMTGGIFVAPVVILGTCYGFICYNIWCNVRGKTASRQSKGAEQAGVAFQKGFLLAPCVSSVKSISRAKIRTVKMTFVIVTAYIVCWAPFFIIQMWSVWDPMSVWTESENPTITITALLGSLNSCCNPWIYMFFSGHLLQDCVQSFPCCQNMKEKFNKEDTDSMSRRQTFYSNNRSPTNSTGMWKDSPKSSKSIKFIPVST
* marks the source's active call; other numbers are inactive results; . = not tested or not shown.

entry	compound	CHO-K1 Ca antag	M1 ag	OXTR potentiate	CHO parental Ca	CHO-K1 Ca ag	TAAR1 ag	TAAR1 antag	M1 PAM parental	V1R ag counter
1	Oc1cccc(C(O)CNCc2ccc(-c3ccccc3)cc2)c1 (configuration not stated)	3	-3	-10	4	4.9	25	21	1	11
2	NS(=O)(=O)c1ccc(NC(=S)N2CCC(O)CC2)cc1	-10	-7	-15	4	-0.5	9	3	14	-0.5
3	Cc1cc(NC(=O)CSc2nc(CCC3CCCC3)nc3ccccc23)no1	1	-3	0	-22	-0.2	6	10	5	-0.9
4	Cc1cccc(NC(=O)c2nc[nH]c2C(=O)N[C@@H](Cc2ccccc2)C(=O)OC(C)(C)C)c1	-13	-2	-19	-25	1.8	6	-6	20	0.2
5	N#CC1CN(Cc2ccccc2)CN(Cc2ccccc2)C1	-5	-5	3	-8	-0.2	3	-7	-9	-1.5
6	CC(=O)c1ccc(OCCCC(=O)OCc2nnc(-c3ccc(Cl)cc3)o2)cc1	-9	-4	0	-12	1.5	5	1	14	2.2
7	CCCNC(=O)C1CCN(S(=O)(=O)c2cccs2)CC1	-9	-4	-8	0	-0.1	13	-3	3	-0.4
8	O=C(NCC(c1ccco1)N1CCc2ccccc2C1)c1c(F)cccc1F (configuration not stated)	2	-6	-1	-11	-0.2	1	-17	-6	-0.8
9	O=[N+]([O-])c1cc([N+](=O)[O-])c(Oc2cc(Cl)cc(Cl)c2)cc1NN1CCCCC1	-11	-3	0	-4	0.2	16	8	9	0.8
10	C=CCN(CC=C)CCOc1ccccc1[N+](=O)[O-]	-4	-10	-1	-13	-0.2	7	-7	-3	-0.9
11	O=C(Cc1ccccc1)N1CCNCC1	5	-9	0	-15	-0.3	1	14	-7	0.3
12	Cc1cc(=O)oc2cc(O)cc(OCc3ccccc3)c12	-5	2	.	.	2.0	5	2	-11	.
13	O=C(NNS(=O)(=O)c1ccc(Cl)cc1)c1cnn(-c2ccccc2)c1-n1cccc1	-9	-3	-11	-18	0.1	11	7	19	0.4
14	CCOC(=O)CCc1c(C)c2ccc(OCC)c(C)c2oc1=O	.	.	-2	1	.	11	25	.	1.8
15	Cc1ccc(S(=O)(=O)NNC(=O)/C=C/c2cccc(F)c2)cc1	-8	-8	-9	-12	1.2	-2	-11	8	-0.1
16	CN(C)CCCNC(=O)C1CCNCC1	-9	-2	-6	10	0.9	1	-9	20	0.9
17	CSC1=NSC2=NC(=O)/C(=C\c3cccs3)C(=N)N12	-4	-6	-4	-6	1.1	4	2	15	1.5
18	Cc1ccc(C(=O)c2cnc3cc4c(cc3c2S(=O)(=O)c2ccccc2)OCCO4)cc1	4	-1	0	1	0.9	10	-18	15	0.1
19	COc1ccc(N2CCN(C(=O)c3ccc(NS(=O)(=O)c4ccccc4)cc3)CC2)cc1	0	2	-19	15	5.5	10	-1	8	10
20	CCOC(=O)N1CCN(C(=O)C2CCCCC2)CC1	-1	-3	-13	-4	2.7	5	2	13	1.3
21	[O-]/C(=C(\C(=S)Nc1cccc2ccccc12)[n+]1cccc(CO)c1)c1ccc(Cl)s1	-9	-6	.	.	-0.2	1	1	13	.
22	COc1ccc(C(=O)N2CCCC(Nc3ccc(F)cc3)C2)cc1F (configuration not stated)	-11	0	-4	-7	1.5	0	-5	22	0.2
23	O=C(COC(=O)CCSc1ccccc1Cl)NCc1ccco1	-11	-5	-12	-4	1.3	-1	-8	8	-0.9
24	CCN1CCN(C(CNS(=O)(=O)c2ccc(Cl)cc2)c2cccnc2)CC1 (configuration not stated)	-11	-6	-5	-16	0.2	1	-21	16	1.0
25	CCOc1ccc(C2NC(=O)C(C#N)=C(S)N2c2ccc(C)cc2)cc1OC (configuration not stated)	9	-2	-2	-10	-0.1	8	-2	1	1.0

In another format: 6 of the compounds above.
(5) N#CC1CN(Cc2ccccc2)CN(Cc2ccccc2)C1
(23) O=C(COC(=O)CCSc1ccccc1Cl)NCc1ccco1
(4) Cc1cccc(NC(=O)c2nc[nH]c2C(=O)N[C@@H](Cc2ccccc2)C(=O)OC(C)(C)C)c1
(25) CCOc1ccc(C2NC(=O)C(C#N)=C(S)N2c2ccc(C)cc2)cc1OC (configuration not stated)
(10) C=CCN(CC=C)CCOc1ccccc1[N+](=O)[O-]
(24) CCN1CCN(C(CNS(=O)(=O)c2ccc(Cl)cc2)c2cccnc2)CC1 (configuration not stated)

assay / compound | 5 | 23 | 4 | 25 | 10 | 24
CHO-K1 Ca antag | -5 | -11 | -13 | 9 | -4 | -11
M1 ag | -5 | -5 | -2 | -2 | -10 | -6
OXTR potentiate | 3 | -12 | -19 | -2 | -1 | -5
CHO parental Ca | -8 | -4 | -25 | -10 | -13 | -16
CHO-K1 Ca ag | -0.2 | 1.3 | 1.8 | -0.1 | -0.2 | 0.2
TAAR1 ag | 3 | -1 | 6 | 8 | 7 | 1
TAAR1 antag | -7 | -8 | -6 | -2 | -7 | -21
M1 PAM parental | -9 | 8 | 20 | 1 | -3 | 16
V1R ag counter | -1.5 | -0.9 | 0.2 | 1.0 | -0.9 | 1.0

(more compounds)
entry	compound	CHO-K1 Ca antag	M1 ag	OXTR potentiate	CHO parental Ca	CHO-K1 Ca ag	TAAR1 ag	TAAR1 antag	M1 PAM parental	V1R ag counter
26	CCc1ccc(Nc2oc(C)cc(=O)c2C(C)=O)cc1	0	-4	-1	3	0.2	0	15	9	-0.8
27	Cc1ccccc1NS(=O)(=O)c1ccc(C(=O)NCC(C)(C)N2CCOCC2)cc1	-8	-4	-8	-2	0.9	3	7	-15	1.3
28	Cc1cn([C@H]2C[C@H](O)[C@@H](CNCc3ccc(-c4cc(Cl)ccc4C(F)(F)F)o3)O2)c(=O)[nH]c1=O	4	-6	.	.	-0.1	0	-18	-8	.
29	Cc1cc(C)cc(NC(=O)COC(=O)[C@@H](NC(=O)c2ccco2)C(C)C)c1	0	-7	-10	-16	0.5	7	-14	19	0.3
30	Cc1nc(NCCO)c2nnn(Cc3ccccc3F)c2n1	-5	-3	-11	3	0.9	3	12	16	0.3
31	O=C(CSc1nnc(NC(=O)c2c(F)cccc2F)s1)NC1CCCCC1	-3	-4	4	0	-0.1	2	-7	-26	0.7
32	CCc1ccc(NC(=O)CCC(=O)Nc2nnc(C(F)(F)F)s2)cc1	-15	1	-4	-10	2.7	8	-7	18	0.2
33	O=C(O)COc1ccc(S(=O)(=O)N2CCCC2)cc1	-6	2	-9	4	-0.1	4	-14	-3	0.3
34	COCCCNC(=S)NNC(=O)c1ccc(S(=O)(=O)N2CCC(C)CC2)cc1	-7	-9	3	-21	0.1	1	-2	16	-0.6
35	S=C1NC[C@H](Cc2ccccc2)N1CCc1cccc2ccccc12	-14	-3	-11	-25	0.6	2	10	1	0.0
36	C=CC[C@@H](CC(=O)NCCO)C(=O)NC[C@@H](OC(=O)[C@H](CC=C)CC(=O)OC(C)(C)C)c1ccccc1	9	-2	-7	-1	1.2	22	12	-17	0.3
37	O=C(CSc1nnc(-c2ccccc2Cl)o1)Nc1ccc2c(c1)OCCO2	-9	-3	-6	-22	1.4	10	5	5	1.6
38	COC(=O)c1sccc1NC(=O)CSc1nnnn1-c1ccccc1F	2	-2	-10	-18	1.5	1	15	-2	1.8
39	Fc1cccc2ncnc(OCc3ccccc3)c12	-13	-4	-1	3	0.7	5	12	24	0.7
40	COc1cc(/C=C/C(=O)c2ccc3c(c2)OCO3)cc(OC)c1OC	-6	-3	-5	-29	0.4	.	.	-6	2.6
41	Cn1ncc(Cl)c1C(=O)Nc1cccnc1	-7	-2	-6	3	0.5	2	-9	13	0.1
42	Cc1nnc(NC(=O)CSc2nnc(CNC(=O)c3ccccc3)n2-c2ccccc2)s1	-10	-1	-3	1	0.6	0	-3	13	-0.3
43	CCCn1c(N)c(C(=O)CSc2nnc3n2CCCCC3)c(=O)n(C)c1=O	0	-7	-3	-6	0.4	8	-16	11	-0.4
44	CCCCc1c(O)nc(SCC(=O)N2CCOCC2)n(-c2ccccc2OC)c1=O	-8	-5	5	2	0.6	-2	-2	-2	0.5
45	O=C(C[C@@H]1C/C=C/CC[C@H](Cc2ccc(F)cc2)C(=O)OCCNC1=O)N[C@H](CO)Cc1ccccc1	3	-4	3	-21	0.2	3	-15	-10	1.1
46	NC(=O)c1cc(Br)cc2c3c([nH]c12)CCCC3	8	-4	-7	-5	0.5	19	-16	-2	-0.3
47	O=C(Cc1ccc2c(c1)CCCC2)Nc1ccccc1Cl	-8	-5	4	-16	-0.5	11	13	0	-0.5
48	CCOc1cc2c3c(c1)C1(Nc4ccccc4S1)C(=O)N3C(C)(C)CC2C (configuration not stated)	-7	-4	0	-25	-0.7	12	1	-4	-0.6
49	Cc1ccc(S(=O)(=O)NNC2=NCCCCC2)cc1	-10	-5	-4	-6	0.1	7	-8	5	2.5
50	O=C(CSc1nnc(-c2ccc(S(=O)(=O)N3CCCC3)cc2)o1)NCc1ccccc1	14	-5	2	-5	0.7	4	-10	-5	0.3

(more compounds)
entry	compound	CHO-K1 Ca antag	M1 ag	OXTR potentiate	CHO parental Ca	CHO-K1 Ca ag	TAAR1 ag	TAAR1 antag	M1 PAM parental	V1R ag counter
51	COc1ccc(Cl)cc1Cn1c(C)c(C(=O)NCc2ccc3c(c2)OCCO3)sc1=O	5	-3	.	.	4.3	7	56*	16	.
52	Cn1cc(Cl)c(C(=O)OCC(=O)Nc2nc(-c3ccc(Br)cc3)cs2)n1	-6	-2	-16	-5	1.4	3	27	18	0.8
53	CC(NC(=O)Cc1c(F)cccc1Cl)C1CCCO1 (configuration not stated)	-17	-5	1	-6	0.3	1	9	32	0.5
54	COc1ccc(S(=O)(=O)NCCCCOc2ccc(Cl)cc2)cc1	19	-1	-19	62*	10	1	27	3	8.0
55	CCCn1c(N)c(N(CCOC)C(=O)c2ccc(F)cc2)c(=O)[nH]c1=O	-2	-2	-6	-3	0.8	-1	-15	-6	-0.6
56	CCn1c(SCC(=O)Nc2ccc(S(=O)(=O)Nc3onc(C)c3C)cc2)nnc1-c1ccccc1	-27	-2	-3	-7	-0.1	2	-2	-4	-1.0
